# PAD4 FP inh: inhibitors of human PAD4. inhibition, % at 6.36 µM. recombinant PAD4, RCA probe fluorescence polarization. hit rate 0.41% among 330,000. Q9UM07. AID 485272;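 active = percent inhibition above a cutoff equal to the mean of all tested compounds plus 3 SD, cut at about 15% in these data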;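 note: 0% = PAD4 with RCA probe and DMSO and 100% = probe without PAD4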
# GSTO1 counter: blocks human GSTO1 in RBBP9 counter-screen. P78417. recombinant GSTO1, activity-based probe fluorescence polarization. inhibition, % at 5.96 µM. hit rate 1.1% among 300,000. AID 1974;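 active = inhibition above the campaign mean inhibition plus 3 SD, cut at about 35% in these data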;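 note: 0% = GSTO1-1 with DMSO and 100% = wells lacking GSTO1-1 enzyme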
# Target sequence (P78417 whole entry, looked up): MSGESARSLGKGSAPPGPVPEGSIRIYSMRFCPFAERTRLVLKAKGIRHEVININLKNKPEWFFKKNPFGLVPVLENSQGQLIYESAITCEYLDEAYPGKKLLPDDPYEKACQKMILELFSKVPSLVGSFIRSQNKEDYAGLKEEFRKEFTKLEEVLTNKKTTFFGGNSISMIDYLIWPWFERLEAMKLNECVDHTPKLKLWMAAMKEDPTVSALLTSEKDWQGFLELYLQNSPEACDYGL
# Bcl-xL primary: inhibitors of human Bcl-xL; GST-Bcl-xL / FITC-Bim BH3 peptide fluorescence polarization; inhibition, % at 10.9 µM; hit rate 0.7% among 320,000; AID 2129;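 active = inhibition above the mean of all tested compounds plus 3 SD, cutoff set per campaign, cut at about 30% in these data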;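 note: 0% = DMSO wells and 100% = unlabeled Bim-BH3 peptide competitor; inhibitors lower millipolarization by displacing the labeled peptide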
# Fam108B inh: Fam108B inhibition, counter-screen for RBBP9 inhibitors. recombinant Fam108B, FP-Rh probe fluorescence polarization. inhibition, % at 9.51 µM. hit rate 0.33% among 300,000. AID 1947;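 active = inhibition above the screen mean inhibition plus 3 SD, computed separately per campaign, cut at about 18% in these data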;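 note: inhibitors lower polarization as less probe binds the enzyme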
# GLD-1 RNA inh: GLD-1-TGE RNA interaction inhibition (C. elegans); Q17339; purified GLD-1 + fluorescein TGE RNA, fluorescence polarization; inhibition, % at 5.96 µM; hit rate 0.44% among 320,000; AID 2280;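 active = percent inhibition above a per-plate cutoff, the plate mean of test compounds plus 3 SD, cut at about 30% in these data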;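 note: 0% = DMSO wells with GLD-1 and probe and 100% = wells lacking GLD-1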
# TPT1 inhibitor: inhibitors of Candida albicans tRNA 2'-phosphotransferase TPT1 | recombinant caTPT1, FP RNA substrate dephosphorylation | inhibition, % at 5 µM | hit rate 0.81% among 300,000 | AID 1962;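 active = inhibition above the mean of all tested compounds plus 3 SD, set per screening campaign, cut at about 24% in these data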;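 note: plate controls were DMSO alone for no effect and ferristatin control at 100 nM for full effect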
# MCL1-BIM inh: inhibitors of human MCL1 binding to BIM-BH3 peptide. hit rate 0.68% among 320,000. Q07820. inhibition, % at 10.9 µM. GST-MCL1 / FITC-Bim-BH3 fluorescence polarization;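 active = inhibition above the mean inhibition of all tested compounds plus 3 SD, set per campaign, cut at about 40% in these data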;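 note: 0% = DMSO wells and 100% = unlabeled Bim-BH3 peptide control; higher means more loss of mP so more displacement of Bim peptide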
# Target sequence (Q07820 whole entry, looked up): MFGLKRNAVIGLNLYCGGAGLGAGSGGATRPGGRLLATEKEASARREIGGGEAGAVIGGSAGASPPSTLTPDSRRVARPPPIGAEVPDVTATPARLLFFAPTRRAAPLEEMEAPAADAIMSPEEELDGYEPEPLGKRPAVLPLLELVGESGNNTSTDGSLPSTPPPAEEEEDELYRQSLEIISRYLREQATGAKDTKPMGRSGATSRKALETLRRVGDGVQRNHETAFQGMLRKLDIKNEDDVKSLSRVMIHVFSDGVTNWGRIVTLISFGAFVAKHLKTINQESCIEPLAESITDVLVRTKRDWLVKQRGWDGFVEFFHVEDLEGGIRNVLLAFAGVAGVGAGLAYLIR
# MEX-5 binding: C. elegans MEX-5 TCR-2 RNA binding activity; AID 1832; MEX-5/FITC-TCR2 RNA binding, fluorescence polarization; hits give low values; Q9XUB2; activity score (negative = inhibition of binding), % at 10 µM; hit rate 0.38% among 300,000;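 active = inhibition past about -25% in most replicates, and total fluorescence under double the plate's negative control median, limit read from the data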;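 note: 0% = DMSO and -100% = 5 µM competing unlabeled TCR2 RNA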
# Target sequence (Q9XUB2 whole entry, looked up): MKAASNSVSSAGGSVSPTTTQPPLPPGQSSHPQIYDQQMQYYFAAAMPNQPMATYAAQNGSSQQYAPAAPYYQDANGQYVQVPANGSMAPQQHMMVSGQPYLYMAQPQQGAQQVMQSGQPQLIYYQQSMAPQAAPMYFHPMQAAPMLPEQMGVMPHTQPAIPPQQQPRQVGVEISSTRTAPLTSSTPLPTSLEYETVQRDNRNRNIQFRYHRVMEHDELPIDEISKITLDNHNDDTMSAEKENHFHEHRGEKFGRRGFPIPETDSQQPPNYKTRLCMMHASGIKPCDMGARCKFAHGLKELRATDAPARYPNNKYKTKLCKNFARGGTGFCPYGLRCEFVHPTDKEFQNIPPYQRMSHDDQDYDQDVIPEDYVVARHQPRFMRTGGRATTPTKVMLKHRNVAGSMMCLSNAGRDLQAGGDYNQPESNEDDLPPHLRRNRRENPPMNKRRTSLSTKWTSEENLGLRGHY
# PME-1 inh: PME-1 (human) inhibition. Q9Y570. recombinant PME-1, FP-Rh probe fluorescence polarization. inhibition, % at 5.9 µM. hit rate 0.53% among 320,000. AID 2130;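 active = inhibition above the campaign mean of all compounds plus 3 SD, cut at about 26% in these data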;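 note: competitive labeling of PME-1 active site by serine hydrolase directed probe; 0% = PME-1 with DMSO and 100% = wells lacking PME-1 enzyme; inhibitors block probe labeling so polarization falls and inhibition rises; many of its hits are not listed in these tables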
# An asterisk follows results filed as active; . = not tested or not shown. Only part of the results is shown (hit frequency here may not be typical).
SMILES	PAD4 FP inh	GSTO1 counter	Bcl-xL primary	Fam108B inh	GLD-1 RNA inh	TPT1 inhibitor	MCL1-BIM inh	MEX-5 binding	PME-1 inh
C/C(N)=C(/C#N)C(=O)CSc1cc(Cl)ccc1Cl	-5	2	-4	-2	-2	2	-1	2.7	0
COCCCNCCCCOc1cccc(Br)c1	-2	-9	7	5	-5	-1	-2	-0.8	2
CCC(C)NC(=O)c1cc2c(=O)n3ccccc3nc2s1 (stereo not drawn)	1	-5	0	1	-2	-2	1	1.8	6
C/C(CC(=O)NCc1ccco1)=N\NC(=O)c1ccc(Cl)cc1Cl	0	4	3	6	-3	0	1	-1.0	4
Cc1cc(NC(=O)c2ccc3c(c2)C(=O)N(C2CCCCC2)C3=O)no1	-1	-4	0	-9	9	-1	-2	-4.1	-3
CCc1nc(SCc2nnc(-c3ccc(C)cc3)o2)c2c(C)c(C)sc2n1	5	6	1	-1	8	-3	2	0.0	5
COc1ccc(NC(=O)CO/N=C/C(=O)Nc2ccccc2C)c([N+](=O)[O-])c1	0	.	7	.	-2	.	7	.	4
COc1ccc2c(c1)C(=O)C(=O)N2CC1COc2ccccc2O1 (stereo not drawn)	-7	0	4	-3	-6	2	-4	0.6	5
O=C(COc1ccccc1)Nc1nnc(-c2ccc3c(c2)CCCC3)o1	-5	-8	4	-6	6	0	-1	0.8	-2
C/C(=N\Nc1ccccn1)c1ccc(OC(F)F)cc1	-1	-7	4	-5	6	-1	4	-2.7	0
Cc1ccccc1NC(=O)C1CCCN(S(=O)(=O)c2cnc[nH]2)C1 (stereo not drawn)	-1	0	0	3	1	-1	3	0.3	-3
COc1ccc(C(=O)O/N=C(\N)Cc2ccc(Cl)cc2)cc1OC	-3	0	5	0	3	2	3	-0.6	-6

# Reprinted from the part before: 3 compounds, then new ones.
SMILES	PAD4 FP inh	GSTO1 counter	Bcl-xL primary	Fam108B inh	GLD-1 RNA inh	TPT1 inhibitor	MCL1-BIM inh	MEX-5 binding	PME-1 inh
C/C(=N\Nc1ccccn1)c1ccc(OC(F)F)cc1	-1	-7	4	-5	6	-1	4	-2.7	0
Cc1ccccc1NC(=O)C1CCCN(S(=O)(=O)c2cnc[nH]2)C1 (stereo not drawn)	-1	0	0	3	1	-1	3	0.3	-3
COc1ccc(C(=O)O/N=C(\N)Cc2ccc(Cl)cc2)cc1OC	-3	0	5	0	3	2	3	-0.6	-6
CC(C)(C)[C@H]1C=C(C(N)=O)O[C@@H](OCCCCO)C1	-2	3	1	2	4	-5	5	3.8	8
CCOC(=O)c1c(CN2CCN(CCO)CC2)n(-c2ccccc2)c2cc(Br)c(O)cc12	2	-1	1	1	-4	1	-6	-2.3	-5
COc1ccc(NC(=O)/C=C/c2c(Cl)nc3ccccn23)cc1	6	-2	0	1	-1	3	2	-0.3	4
O=C1CC(c2ccc(Cl)cc2)CC(O)=C1C=NCCO (stereo not drawn)	2	-4	4	-2	0	1	5	1.1	-1
COc1ccc(CCC(=O)N/N=C/c2ccc3c(c2)OCO3)cc1	-1	2	6	-1	2	2	11	0.8	-3
COc1cccc(CNC(=O)c2cccnc2Sc2ccc(Cl)cc2)c1	-6	-3	1	-2	-2	-1	2	-2.1	3
COc1ccc(CNC(=O)c2c(C)oc3c2C(=O)c2ccccc2C3=O)cc1	-7	53*	6	3	0	-1	3	-2.5	4
O=C(O)COCC(=O)NC1CCN(Cc2ccccc2)CC1	1	12	2	-2	1	1	1	-0.3	-1
CCOC(=O)c1ccc2c(c1)nc(SCc1cn3ccsc3n1)n2CC	3	-1	-13	2	1	-2	-6	12	-5
CCCCn1c(N)c(N(CC)C(=O)c2ccccc2C(F)(F)F)c(=O)[nH]c1=O	-5	-4	1	-3	-7	-3	5	-3.0	-4
CN(C(=O)CN(c1ccccc1)S(=O)(=O)c1ccc(F)cc1)C1CCS(=O)(=O)C1 (stereo not drawn)	5	4	-4	-3	5	-1	2	-0.8	2
CN1C(=O)/C(=C/c2cccc(Cl)c2)Sc2ccc(C(=O)N3CCOCC3)cc21	-2	-12	7	-3	-3	-3	9	1.3	24
CCC1CCCCN1CCCNC(=O)C1CC(=O)N(CCc2ccccc2)C1 (stereo not drawn)	-3	1	7	-1	4	-3	2	1.1	-2
CC(=O)c1nn(-c2ccc(Cl)cc2)cc1C(=O)c1ccc(C)cc1	-3	0	-2	-1	10	0	-6	1.3	1
CCC(=O)NCC(c1ccco1)N1CCN(c2ccc(OC)cc2)CC1 (stereo not drawn)	2	-7	6	-3	5	-4	2	1.5	1
COc1ccc(OC)c(-c2cc(C(=O)Nc3c(C)nn(Cc4ccccc4C)c3C)no2)c1	-2	-4	2	-7	3	-2	-2	-1.1	-5
Cc1ccc(C)c(N(C(=O)CS(=O)CC(=O)Nc2ccc3c(c2)OCO3)C(C)C(=O)NC2CCCC2)c1 (stereo not drawn)	3	3	2	0	-1	-3	6	-0.2	6
CS(=O)(=O)N(Cc1ccc(C(=O)NC2CCCC2)cc1)c1ccccc1	-7	7	7	-6	-2	-2	0	-2.4	6
Cc1cc(NS(=O)(=O)c2ccc(NC(=S)NC(=O)c3ccc(F)cc3)cc2)no1	-2	2	0	1	7	1	3	2.6	-5
COc1ccc(N2C(=O)CNC2=S)cc1	4	-5	0	-1	1	-1	1	2.0	12
O=P(O)(O)CCP(=O)(c1ccccc1)c1ccccc1	-3	6	-10	-4	-1	1	-18	-1.2	6
Cc1cccn2c(=O)c3cc(C(=O)N4CC(C)CC(C)C4)sc3nc12 (stereo not drawn)	-3	0	1	-3	-7	1	-2	1.4	1
O=C1c2ccccc2C(O)(Cc2ccccc2)N1Cc1ccco1 (stereo not drawn)	1	8	2	1	0	1	7	3.5	-1
COc1ccc(C(=O)Nc2cc(=O)[nH]c3ncnn23)cc1	-4	-6	2	-3	1	3	2	-0.1	2
CCOC(=O)C(C)Sc1nc(-c2ccccc2)nc2ccccc12 (stereo not drawn)	-1	-6	8	-5	6	2	9	1.9	-11
COc1ccc(CNC(=O)Cn2c(=O)oc3ccccc32)cc1OC	0	0	-8	4	-1	4	-15	.	8
COc1ccc(/C(C)=N/N=C(\C)c2ccc(OC)cc2OC)c(OC)c1	-3	6	4	1	1	0	-2	4.4	-2
CC(OC(=O)c1cccnc1Cl)C(=O)Nc1ccc2c(c1)OCCO2 (stereo not drawn)	0	2	0	2	-4	-3	-13	0.5	-3
COc1cc([N+](=O)[O-])ccc1NC(=O)C[n+]1ccccc1	-1	16	1	0	-5	-1	-4	-0.4	-1
O=C(O)c1ccccc1C(=O)NCCc1ccc(Cl)cc1	-1	-1	2	1	6	-4	6	0.1	4
COc1cccc(C(=O)NCCS(=O)(=O)N2CCc3ccccc3C2)c1	0	1	4	-2	8	0	10	2.0	3
CCOC(=O)c1ccc(NC(=O)CN2C(=O)C(CC)SC(CC)C2=O)cc1 (stereo not drawn)	-7	-3	-4	-8	9	1	2	-1.0	-3
COC(=O)Nc1c(C(=O)OC)cc(OC)c(OC)c1OC	7	10	2	5	2	-3	8	-1.5	4
COc1cc2ccccc2cc1C(=O)N1CCN(c2ccccc2O)CC1	0	.	3	.	4	.	6	.	9
COc1ccc(S(=O)(=O)NCc2ccc(F)cc2)cc1OC	-2	2	-1	-2	3	0	-4	1.2	1
COc1ccc(CCC(=O)OCC(=O)c2cccc(OC)c2)cc1	-8	19	-2	-3	3	4	-5	.	-6
Cc1cc(C)c(NC(=O)CNC(=O)COC(=O)Cc2ccccc2C)c(C)c1	4	.	3	.	5	.	-3	.	10
Cc1cccc(NC(=O)CN2C(=O)c3ccccc3C2=O)c1C	-7	-7	-8	-4	-3	-1	-8	-0.4	-10
Cc1ccc(CNC(=O)c2ccc3c(c2)NC(=O)C(N2CCOCC2)S3)cc1 (stereo not drawn)	-3	4	2	-3	5	3	1	-2.9	2
COc1ccc(C(=O)COC(=O)CN2C(=O)NC(C)(C)C2=O)cc1OC	0	-5	8	-1	-7	-1	1	2.4	0
COC(=O)CSc1nc(NC(C)C)nc(N2CCOCC2)n1	5	-4	3	0	5	0	6	-1.0	0
COc1ccc(N/C=C/C(=O)C(C)(C)C)cc1	-1	10	8	-1	1	0	7	0.6	-6
CC(C)N(C(=O)CSc1nnc(-c2cc3ccccc3cc2O)n1Cc1ccco1)C(C)C	4	5	-4	4	3	-1	0	0.9	0
O=C1c2ccccc2N2C(=O)c3ccccc3C2N1Cc1ccco1 (stereo not drawn)	-2	0	8	-5	-3	0	8	1.6	7
CCNc1nc(SCC(=O)OC)nc(N(C)C)n1	-3	10	10	5	6	-3	7	-0.6	-8
N#Cc1cnn2c(-c3cccc([N+](=O)[O-])c3)ccnc12	2	.	7	.	-2	.	-1	.	5
O=C1CC(c2ccccc2Br)c2cc3c(cc2N1)CCC3 (stereo not drawn)	-7	5	1	0	2	-1	9	1.6	4
COC(=O)c1ccc(Nc2cc(C)nc3nc(C)nn23)cc1	-5	6	1	4	-3	-4	-3	-3.3	5
O=C(/C=C\c1cn(-c2ccccc2)nc1-c1ccc2c(c1)OCCO2)N1CCOCC1	-3	-2	4	-2	0	-1	4	-0.5	-3
CCN(CC)CCCNC(=O)c1ccccc1NC(=O)C1=CSCCO1	7	0	6	2	3	-2	6	0.6	-2

# 5 of the compounds above, with two lines to a compound.
# The line under a structure holds: PAD4 FP inh | GSTO1 counter | Bcl-xL primary | Fam108B inh | GLD-1 RNA inh | TPT1 inhibitor | MCL1-BIM inh | MEX-5 binding | PME-1 inh
COc1ccc(CNC(=O)Cn2c(=O)oc3ccccc32)cc1OC
 : 0 | 0 | -8 | 4 | -1 | 4 | -15 | . | 8
COc1ccc(/C(C)=N/N=C(\C)c2ccc(OC)cc2OC)c(OC)c1
 : -3 | 6 | 4 | 1 | 1 | 0 | -2 | 4.4 | -2
CC(OC(=O)c1cccnc1Cl)C(=O)Nc1ccc2c(c1)OCCO2 (stereo not drawn)
 : 0 | 2 | 0 | 2 | -4 | -3 | -13 | 0.5 | -3
COc1cc([N+](=O)[O-])ccc1NC(=O)C[n+]1ccccc1
 : -1 | 16 | 1 | 0 | -5 | -1 | -4 | -0.4 | -1
O=C(O)c1ccccc1C(=O)NCCc1ccc(Cl)cc1
 : -1 | -1 | 2 | 1 | 6 | -4 | 6 | 0.1 | 4

# A different layout for part of the listing above:
> Cc1ccc(CNC(=O)c2ccc3c(c2)NC(=O)C(N2CCOCC2)S3)cc1 (stereo not drawn)
- PAD4 FP inh: -3
- GSTO1 counter: 4
- Bcl-xL primary: 2
- Fam108B inh: -3
- GLD-1 RNA inh: 5
- TPT1 inhibitor: 3
- MCL1-BIM inh: 1
- MEX-5 binding: -2.9
- PME-1 inh: 2

> COc1ccc(C(=O)COC(=O)CN2C(=O)NC(C)(C)C2=O)cc1OC
- PAD4 FP inh: 0
- GSTO1 counter: -5
- Bcl-xL primary: 8
- Fam108B inh: -1
- GLD-1 RNA inh: -7
- TPT1 inhibitor: -1
- MCL1-BIM inh: 1
- MEX-5 binding: 2.4
- PME-1 inh: 0
